Bioassay records deposited in PubChem BioAssay by National Center for Advancing Translational Sciences (NCATS).
ERG Ets-DNA blk: ERG Ets/DNA interaction inhibition. P11308. fluorescence polarization, His-ERG Ets domain / labelled DNA. Potency, µM (highest dose often 76.9 µM), without a hit: at the highest dose FP activity, negative = inhibition, usual class: inhibitors. actives 0.028% (n = 370,000); active means well fitted inhibition curve with a large enough effect in the polarisation, with a control signal flat; inconclusive means small, poorly fitted or top-dose-only effect, or effect the other way, or a change in a side signal; inactive means no such curve, though single readings can be large or run the other way; the % refers to the polarisation;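 further: polarization taken with two DNA probes labelled with fluorescein and Texas red; potency means the concentration at half of the fitted maximal effect; % of control where 0% means no effect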
Target sequence (P11308 whole entry, looked up, the tested form may be a part): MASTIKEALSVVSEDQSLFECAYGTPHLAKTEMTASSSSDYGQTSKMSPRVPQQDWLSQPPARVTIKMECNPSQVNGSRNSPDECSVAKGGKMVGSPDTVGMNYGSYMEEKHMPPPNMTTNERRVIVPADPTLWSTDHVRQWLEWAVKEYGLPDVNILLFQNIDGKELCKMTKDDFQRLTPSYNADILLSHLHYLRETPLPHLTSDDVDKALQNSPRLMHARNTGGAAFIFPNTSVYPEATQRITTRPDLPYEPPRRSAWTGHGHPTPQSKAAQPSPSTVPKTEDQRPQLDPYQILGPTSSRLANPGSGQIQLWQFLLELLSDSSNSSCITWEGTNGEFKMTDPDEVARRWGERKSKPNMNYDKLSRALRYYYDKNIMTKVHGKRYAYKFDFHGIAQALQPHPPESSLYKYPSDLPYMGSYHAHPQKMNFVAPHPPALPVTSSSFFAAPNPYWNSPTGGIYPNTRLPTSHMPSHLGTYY
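His-tagged ERG Ets domain (1 uM in the protein solution; 300mM KCl, 50mM Tris-HCl, 1mM EDTA, 1mM DTT, pH 7.5) received compound, then a probe mix of 5 nM fluorescein-DNA and 100nM Texas-615-DNA. Fluorescence polarization was read for both dyes.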
12-LOX inh: inhibitors of human 12S-lipoxygenase ALOX12 | purified 12hLO, xylenol orange hydroperoxide absorbance | Potency, µM (doses to about 108 µM), for the others: at the highest dose activity change, negative = inhibition, actives largely listed as inhibitors | actives 1.1% (n = 580,000); further: potency means the concentration at half of the fitted maximal effect; on the % scale 0 is the no-effect control and ±100 the full control effect
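Purified human 12hLO (150 nM final) in 25 mM Hepes, 0.01% Triton X-100, pH 7.0 was preincubated 15 min at room temperature with compound. Then 40 uM arachidonic acid was added, 30 min. Hydroperoxide was read by Fe-XO absorbance ratio 573/405 nm.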
APE1 inh: blocks human APE1 abasic DNA cleavage. recombinant APE1, TAMRA/BHQ-2 abasic DNA cleavage fluorescence. Potency, µM (titrated, usually from 65.8 µM), for inactives: at the top dose activity change, negative = inhibition, most hits filed as inhibitors. actives 0.35% (n = 350,000);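 further: potency means the concentration at half of the fitted maximal effect; plate controls were vehicle for no effect and reference inhibitor for full effect; nearly all actives have a fitted effect of over 55% in size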
Target sequence (P27695 whole entry, looked up): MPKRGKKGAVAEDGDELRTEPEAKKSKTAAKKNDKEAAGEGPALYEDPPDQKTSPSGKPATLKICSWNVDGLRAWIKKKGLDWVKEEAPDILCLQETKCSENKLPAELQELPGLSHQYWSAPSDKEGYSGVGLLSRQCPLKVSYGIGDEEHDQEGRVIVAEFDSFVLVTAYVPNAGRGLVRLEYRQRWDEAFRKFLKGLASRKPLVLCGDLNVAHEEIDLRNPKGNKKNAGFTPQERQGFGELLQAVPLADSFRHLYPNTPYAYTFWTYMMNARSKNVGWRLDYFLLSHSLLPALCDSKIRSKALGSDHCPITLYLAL
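Compound pre-exposure to 0.75 nM APE1, 15 min at ambient temperature. Reaction initiated with 50 nM TAMRA/BHQ-2 THF substrate, read immediately in kinetic mode, 525 nm excitation, 598 nm emission.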
POLH inh: blocks human DNA polymerase eta activity; recombinant Pol eta, fluorescent DNA replication assay; actives 1.2% (n = 390,000); Potency, µM (highest dose often 114 µM), inactives show top-dose activity change, negative = inhibition, most hits filed as inhibitors; further: potency means the concentration at half of the fitted maximal effect; on the % scale 0 is the no-effect control and ±100 the full control effect
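Pol eta at 10 nM preincubated with compounds 15 min at room temperature; reaction started with fluorescent substrate (50 nM final) and read kinetically at 0 and 10 min.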
POLB inh: DNA polymerase beta (human) inhibition. P06746. Pol beta primer extension/strand displacement, fluorescence kinetic. Potency, µM (highest dose often 114 µM), without a hit: at the top dose activity change, negative = inhibition, most hits filed as inhibitors. actives 1.3% (n = 340,000). AID 485314; further: potency means the concentration at half of the fitted maximal effect; on the % scale 0 is the no-effect control and ±100 the full control effect
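Reaction started by 50 nM substrate onto compound-treated Pol beta (10 nM, 15 min preincubation, room temperature); plates read at 0 min and 10 min. Normalized concentration-effect data fitted by four-parameter Hill equation.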
RGS4 inhibitor: inhibitors of human regulator of G protein signaling 4 | Transcreener GDP fluorescence polarization, RGS4-accelerated GTP hydrolysis | Potency, µM (top dose mostly 114 µM), for inactives: top-dose activity change, negative = inhibition, hits mostly inhibitors | actives 0.039% (n = 390,000) | AID 504845; further: potency means the concentration at half of the fitted maximal effect; on the % scale 0 is the no-effect control and ±100 the full control effect; nearly all actives have a fitted effect of over 75% in size; some results filed as inactive show a strong effect at the top dose
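MLSMR compounds (23 nl, pin-transferred) preincubated 10 min at room temperature with a 500nM (2x) first reagent, then RGS4 at 900nM (2x) plus Transcreener GDP mix added; fluorescence polarization (620/688 nm) read before and after 90 min at 30 °C.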
LDHA block: blocks human lactate dehydrogenase A | AID 1347041 | P00338 | activity change, % (values are at about 110 or 230 µM) | purified LDHA, NADH/diaphorase-resazurin fluorescence; active compounds read low | actives 0.15% (n = 480,000); in the data active means activity change below about -30%; inconclusive means mostly about -25% to -30%;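 further: plate controls were DMSO wells for no effect and wells without enzyme for full effect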
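Human LDH5 (2 nM) was incubated with 0.06 mM NADH and 0.2 mM pyruvate for 5 min at room temperature in Tris pH 7.4. Remaining NADH was coupled through diaphorase/resazurin, and resorufin fluorescence was read at 0 and 20 min.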
Pol kappa inh: inhibitors of human DNA polymerase kappa. Q9UBT6. actives 0.53% (n = 400,000). purified Pol kappa, fluorescent DNA synthesis assay, 10 min. Potency, µM (titrated, usually from 107 µM), for the others: at the top dose activity, negative = inhibition, actives largely listed as inhibitors; further: potency means the concentration at half of the fitted maximal effect; on the % scale 0 is the no-effect control and ±100 the full control effect
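Fluorescent qHTS in 1536-well format: enzyme (10 nM) and compound sat 15 min at room temperature before 50 nM substrate (final) was added. Signal taken at 0 and 10 min; no-enzyme buffer wells were negative controls.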
Apoferritin bind: candidate novel general anesthetic via apoferritin binding | Potency, µM (series often up to 77.5 µM), inactives show top-dose activity change, negative = displacement, actives largely listed as inhibitors | actives 0.074% (n = 350,000) | apoferritin/1-aminoanthracene competitive binding, fluorescence | P02791 | AID 485281; further: potency means the concentration at half of the fitted maximal effect; on the % scale 0 is the no-effect control and ±100 the full control effect; nearly all actives have a fitted effect of over 20% in size
Target sequence (P02791 2-175 limits assumed): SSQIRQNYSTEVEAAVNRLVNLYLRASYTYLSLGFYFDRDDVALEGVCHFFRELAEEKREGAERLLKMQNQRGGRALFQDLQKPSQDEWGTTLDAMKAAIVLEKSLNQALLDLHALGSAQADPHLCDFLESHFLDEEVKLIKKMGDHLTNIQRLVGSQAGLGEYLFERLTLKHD
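Concentration-response curves derived by four-parameter Hill fitting of normalized fluorescence, where compounds displaced 1-AMA from 10 uM horse apoferritin following a brief 10 min room-temperature incubation; propofol titration acted as positive control.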
* marks the source's active call; other numbers are inactive results; ? = inconclusive; . = no result given; & = joins results of further samples; [ ] = dose if it differs, or a comment. Unless noted, the call rests on the fitted dose curve; in most records, active means well fitted curve in the direction sought with a large enough effect; inconclusive means small, poorly fitted or top-dose-only effect, or another doubt; inactive means no such curve, though single readings can be large; an effect the other way counts as inactive or inconclusive. These rows are one share of the data, so the mix of outcomes need not match the whole.

A first look:
Values run as follows: ERG Ets-DNA blk	12-LOX inh	APE1 inh	POLH inh	POLB inh	RGS4 inhibitor	LDHA block	Pol kappa inh	Apoferritin bind
1: O=C(NC1CCN(C(=S)Nc2ccc(Cl)cc2)CC1)c1ccco1
    -1.3%	-5.8%	2.3%	-9.6%	48.3%	-1.9%	-9.2	-4.1%	-7.7%
2: O=C(CSc1ccc2ccccc2c1)N1CCN(c2ccc(O)cc2)CC1
    8.6%	?	-6.6%	-17.1%	0.9%	-6.4%	3.7	-3.4%	-6.4%

The list itself, from the first entry:
Values run as follows: ERG Ets-DNA blk	12-LOX inh	APE1 inh	POLH inh	POLB inh	RGS4 inhibitor	LDHA block	Pol kappa inh	Apoferritin bind
1: O=C(NC1CCN(C(=S)Nc2ccc(Cl)cc2)CC1)c1ccco1
    -1.3%	-5.8%	2.3%	-9.6%	48.3%	-1.9%	-9.2	-4.1%	-7.7%
2: O=C(CSc1ccc2ccccc2c1)N1CCN(c2ccc(O)cc2)CC1
    8.6%	?	-6.6%	-17.1%	0.9%	-6.4%	3.7	-3.4%	-6.4%
3: Cc1nnc2c3ccccc3c(-c3ccc(O)cc3)nn12
    -1.5%	0.0%	1.2%	-0.9%	11.9%	17.8%	-4.0	-3.3%	-14.8%
4: O=C(C1CCCN(S(=O)(=O)Cc2ccccc2)C1)N1CCCCC1 (centres undefined)
    5.7%	-7.1%	12.2%	-3.2%	32.4%	18.0%	-10.7	0.2%	-1.8%
5: CCCn1c(C)cc(C(=O)COc2ccc(-c3nnco3)cc2)c1C
    -13.0%	?	-2.0%	-7.9%	-12.5%	-1.0%	-0.4	-5.0%	-20.9%
6: CCN1CCc2nc3sc(C(=O)Nc4cccc(Cl)c4C)c(N)c3cc2C1
    8.9%	-26.4%	.	-13.1%	3.3%	-39.9%	-3.6	-20.8%	?
7: CCC(C)NC(=O)C1CCN(S(=O)(=O)c2cccc3nonc23)CC1 (centres undefined)
    -7.5%	-25.0%	11.4%	-11.1%	83.6%	-8.9%	0.4	-3.4%	-8.7%
8: Cc1ccc(S(=O)(=O)CCC(=O)Nc2cccc(Cl)c2)cc1
    7.6%	13.9%	7.2%	-25.5%	0.2%	5.0%	-3.6	-9.6%	4.7%
9: COc1ccc2[nH]c3c(c2c1)CCN(C(=O)CCC1CCCC1)C3c1ccc(F)cc1 (centres undefined)
    1.8%	0.0%	.	-22.8%	0.1%	-17.3%	0.8	-4.1%	9.9%
10: CC(=O)Nc1c(O)nc(SCc2ccccc2C#N)[nH]c1=O
    .	-10.8%	2.8%	-9.0%	3.7%	-25.3%	2.8	-1.9%	-10.0%
11: CC(=O)N1CCOc2ccc(S(=O)(=O)NCc3ccc(Cl)cc3)cc21
    3.4%	0.7%	-2.3%	7.2%	?	17.6%	-2.0	-9.5%	-3.1%
12: CCc1ccccc1NC(=O)CSc1ncc2c(n1)-c1cc(Cl)ccc1N(Cc1ccccc1)S2(=O)=O
    2.0%	-15.8%	.	-4.5%	-0.2%	-42.2%	-5.8	-13.9%	-8.4%
13: Cc1ccccc1NC(=O)c1cc2sccc2n1Cc1ccc(F)cc1
    3.4%	-14.2%	.	2.5%	24.2%	8.2%	-0.2	-7.6%	52.8%[activator]
14: Cc1cc(Cl)ccc1OCCCC(=O)N1CCCc2ccccc21
    .	0.8%	-4.1%	-6.0%	2.9%	-32.1%	1.7	-1.7%[60.1 µM]	50.7%[activator]
15: CCC1(c2ccccc2)NC(=O)N(CC(=O)NC2(C#N)CCCCC2)C1=O (centres undefined)
    -6.4%	-7.5%	11.4%	-6.8%	.	9.9%	-5.4	-19.3%	.
16: Cc1cc2cc(CNC(=O)c3ccc(S(=O)(=O)N(C)C)cc3)ccc2n1C
    ?	?	3.0%	-10.3%	-21.1%	-50.3%	1.6	-3.8%	-16.1%
17: Cc1ccsc1/C=N/NC(=O)C(=O)NCC(C)C
    -14.6%	1.4%	4.3%	-10.9%	4.7%	-3.7%	-2.7	0.3%	-2.5%
18: Cc1cc(C(=O)N2CCN(C/C=C/c3ccccc3)CC2)no1
    -4.1%	-11.3%	-2.7%	-3.4%	4.5%	5.3%	-0.8	0.6%	4.5%
19: COC(=O)c1cccc(NC(=O)Cc2nc(-c3ccccc3)sc2-c2ccc(C)cc2)c1
    0.3%	-17.9%	-0.2%	-19.4%	0.6%	20.6%	-2.9	-5.2%	4.9%
20: COc1ccccc1N1CCN(C(=O)Cc2c(C(=O)O)c(C)cn2C)CC1
    1.9%	6.0%	.	-0.5%	12.2%	2.8%	-1.9	-0.1%[60.1 µM]	-8.7%
21: COC(=O)c1cnn(-c2ccccc2)c1/C=N/NC(=S)Nc1ccccc1
    4.7%	0.0%	0.9%	14.3%	-1.4%	14.4%	-13.2	-6.1%	-5.4%
22: COc1cc(OC)cc(C(=O)N[C@H](C(=O)OCC(=O)Nc2ccc(C(C)C)cc2)C(C)C)c1
    2.3%	-0.5%	-4.3%	-25.2%	2.6%[57.1 µM]	-41.1%	0.2	-4.8%	-14.6%
23: Cc1ccc(S(=O)(=O)CC(=O)Nc2nnc(C(C)(C)C)s2)cc1
    4.1%	?	49.8%	-0.9%	-26.2%	-31.0%	-2.5	0.4%	1.4%
24: CCn1c(COc2ccccc2)nnc1SCC(=O)Nc1cc(C)ccc1OC
    0.3%	-20.3%	-0.4%	-21.9%	-0.4%	-14.3%	-4.3	1.1%	-20.5%
25: CC(C)Nc1nc(Cl)nc(NN(C)c2nc(N(C)C)nc(N(C)C)n2)n1
    5.6%	5.1%	-0.8%	-11.6%	1.6%	13.9%	-2.3	-10.4%	-7.1%
26: O=C(NCc1n[nH]c(=S)n1-c1ccccc1)c1ccc(S(=O)(=O)N2CCOCC2)cc1
    -2.3%	?	-2.0%	-7.7%	9.9%	1.6%	-8.9	-10.7%	-8.8%
27: Cn1c2ccccc2c2ncn(CCN3CCOCC3)c(=O)c21
    0.5%	-9.6%	2.1%	-4.2%	8.8%	34.5%	-2.7	-12.4%	-0.6%
28: O=C(c1ccc(Oc2ccccc2)cc1)c1nc2c(n1O)CCCC2
    -4.9%	-5.8%	2.8%	-5.7%	-11.6%	39.1%	0.9	-17.0%	-21.1%
29: CC(=O)Nc1nonc1-c1nc2ccccc2n1CCC(C)C
    -1.3%	0.0%	-9.0%	-9.3%	-3.7%	-26.1%	0.8	-1.7%	-22.8%
30: O=C(Cn1cnc2ccccc2c1=O)OCCCCN1C(=O)c2ccccc2C1=O
    3.4%	-22.3%	-1.1%	-0.4%	22.0%	6.8%	-6.7	-5.4%	-20.0%
31: CC1CC(=O)N(CC(=O)Nc2ccccc2F)c2ccccc2S1(=O)=O (centres undefined)
    5.0%	-0.2%	22.7%	-6.0%	17.5%	-6.3%	0.0	0.7%	-0.4%
32: CCOc1ncccc1C(=O)OCC(=O)NCc1ccccc1
    8.5%	-2.5%	-2.2%	-8.1%	.	-10.5%	-4.5	-0.5%	.
33: C=C(C)CNC(=O)C1CCC(=O)N(CCCc2ccccc2)C1 (centres undefined)
    -2.4%	-4.7%	.	0.0%	.	-4.4%	-5.5	-15.3%	.
34: COC(=O)c1ccc(Cn2c(SCc3cccc(C)c3)nc3ccncc32)cc1
    7.4%	-11.4%	.	-14.9%	-20.5%	-11.9%	1.5	-3.5%	-7.6%
35: CC(C)CCNC(=O)CCc1nnc2ccc(N3CCC(C)CC3)nn12
    -4.0%	-4.0%	4.4%	-20.4%	18.9%	-9.2%	-5.3	-6.4%	-3.1%
36: CCOc1ccccc1NC(=O)CCn1c(=O)oc2ccccc21
    3.4%	0.0%	1.5%	-11.8%	1.7%	9.1%	-4.8	2.6%	-12.0%
37: O=C(CCCn1c(=O)[nH]c2ccsc2c1=O)N1CCN(c2ccccn2)CC1
    12.4%	-1.5%	0.3%	-10.2%	5.7%	-4.0%	1.7	7.5%	-5.0%
38: CCOC(=O)N1CCN(C(=O)c2cnn3c(C(F)F)cc(-c4ccc(C)cc4)nc23)CC1
    -1.9%	0.0%	-2.1%	-3.3%	-1.3%	43.8%	-3.0	-4.5%	-7.1%
39: COc1cc(C(=O)Nc2ccc(C)cc2)c2ccccc2n1
    9.1%	2.5%&0.4%	-11.9%	-12.8%	-2.1%	-8.4%	-5.3&-5.1	4.4%	-2.5%
40: CC(C)OC(=O)c1ccc(COc2ccc3ccc(=O)oc3c2)o1
    -3.6%	1.0%	27.8%	-22.1%	15.1%	-14.4%	-4.2	-8.3%	-11.7%
41: CC(C)(C)CNC(=O)c1ccc2c(c1)S(=O)(=O)c1cc(Cl)ccc1C2=O
    -11.0%	-0.7%	9.7%	-15.1%	.	6.0%	-17.6	-22.6%	.
42: CCNc1nc(NCC)n2c(SCC(=O)Nc3ccc(OC(F)F)cc3)nnc2n1
    -10.6%	3.9%	10.6µM*	?	.	16.2%	-3.6	-12.2%	.
43: Cc1ccc(OCC(=O)OCCN2C(=O)c3ccccc3C2=O)cc1C
    -1.5%	-13.3%	2.8%	-21.4%	18.0%	15.3%	2.3	-5.0%	-17.6%
44: COc1ccc(NC(=O)C(=O)N/N=C\c2ccc(CNC(=O)C(=O)Nc3ccc(C)c(C)c3)o2)c(OC)c1
    0.6%	.	23.1%	-22.0%	?	13.1%	0.7	2.9%	-7.0%
